GRIN3A LBD mod – modulates the human NR3A ligand-binding domain; Tm shift relative to glycine control, % at 25 µM; AID 1259313; NR3A LBD differential scanning fluorimetry, Tm shift; 0% = protein alone, 100% = glycine-bound protein; hit rate 2.5% among 340,000;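 active = melting temperature shift of at least 10% of the positive control shift, at one fixed dose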
APOBEC3A inh – inhibitors of human APOBEC3A DNA deaminase; inhibition, % at 20 µM; hit rate 0.41% among 330,000; AID 493011; P31941; recombinant A3A, FAM/TAMRA ssDNA deamination fluorescence;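 active = at least 40% inhibition at 20 µM here, with at most 30% in a related deaminase screen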;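 also: plate controls were A3A with DMSO for no effect and wells lacking A3A enzyme for full effect; some results filed as inactive read as strong as hits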
Target sequence (P31941 whole entry, looked up): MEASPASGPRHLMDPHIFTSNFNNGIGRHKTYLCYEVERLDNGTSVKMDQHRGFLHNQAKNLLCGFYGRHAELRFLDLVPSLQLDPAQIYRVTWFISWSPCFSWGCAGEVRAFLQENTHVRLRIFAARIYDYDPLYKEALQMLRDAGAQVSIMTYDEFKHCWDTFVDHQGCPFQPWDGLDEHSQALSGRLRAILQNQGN
EBI2 block – antagonists of human EBI2 receptor. inhibition, % at 5 µM. P32249. AID 651636. EBI2 beta-arrestin recruitment, luminescence, 7a,25-OHC stimulated. hit rate 0.81% among 360,000; in the data active = inhibition above about 38%;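 also: enzyme fragment complementation signal reports receptor beta-arrestin coupling in cells; 0% = agonist plus DMSO wells and 100% = wells without agonist; some results beyond the cut were filed as inactive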
MPTP block – permeability transition pore inhibition. isolated mouse mitochondria, Ca2+ swelling absorbance, 30 min. inhibition, % at 10 µM. hit rate 1.4% among 360,000. AID 602449;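 active = inhibition of 50% or more, scaled per plate between neutral and stimulator controls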;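 also: 0% = DMSO wells given calcium and 100% = 1 mM EGTA wells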
A3G deaminase – APOBEC3G (human) deaminase inhibition; Q9HC16; recombinant A3G, ssDNA deamination FAM/TAMRA fluorescence; inhibition, % at 20 µM; hit rate 0.28% among 330,000; AID 493012;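 active = inhibition of at least 40% at 20 µM, with no more than 30% in the related APOBEC3A deaminase screen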;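 also: plate controls were DMSO wells with A3G for no effect and wells lacking A3G enzyme for full effect; some compounds called inactive have numbers as strong as hits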
Target sequence (Q9HC16 whole entry, looked up): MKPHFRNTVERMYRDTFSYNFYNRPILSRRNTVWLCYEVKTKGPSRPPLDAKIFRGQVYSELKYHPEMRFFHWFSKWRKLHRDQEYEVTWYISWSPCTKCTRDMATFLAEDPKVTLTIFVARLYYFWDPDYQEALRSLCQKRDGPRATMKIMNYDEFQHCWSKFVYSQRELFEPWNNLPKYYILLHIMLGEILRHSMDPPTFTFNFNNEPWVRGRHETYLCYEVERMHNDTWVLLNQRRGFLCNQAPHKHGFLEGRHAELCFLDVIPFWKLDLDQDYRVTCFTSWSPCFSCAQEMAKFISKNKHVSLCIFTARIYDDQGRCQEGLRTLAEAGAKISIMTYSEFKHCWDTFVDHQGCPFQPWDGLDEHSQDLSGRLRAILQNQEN
Gli-Sufu antag – antagonists of Gli-Sufu signaling; Sufu-KO-LIGHT fibroblasts, Gli luciferase reporter luminescence; inhibition, % at 5 µM; hit rate 0.74% among 340,000; AID 588413;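 active = inhibition above about 55%, limit read from the data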;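 also: 0% = DMSO-treated cells and 100% = wells with medium but no cells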
CXCR6 block – CXCR6 (human) receptor inhibition; O00574; CHO-K1 PathHunter CXCR6 beta-arrestin, luminescence; inhibition, % at 20 µM; hit rate 0.36% among 360,000; in the data active = inhibition above about 34%, passing the limit was not always enough;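 also: antagonist mode with CXCL16 agonist at 10 nM final; 0% = 10 nM CXCL16 with DMSO and 100% = unstimulated wells without agonist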
CCR6 antag – antagonists of human CCR6 receptor; P51684; CHO-K1 CCR6 PathHunter beta-arrestin, luminescence, CCL20-stimulated; inhibition, % at 20 µM; hit rate 0.49% among 340,000;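 active = compounds whose inhibition of the agonist-driven luminescence signal at 20 µM reaches about 50%, limit read from the data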;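 also: cells stimulated with CCL20 at 14 nM final; plate controls were DMSO with CCL20 for no effect and DMSO without agonist for full effect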
Target sequence (P51684 whole entry, looked up): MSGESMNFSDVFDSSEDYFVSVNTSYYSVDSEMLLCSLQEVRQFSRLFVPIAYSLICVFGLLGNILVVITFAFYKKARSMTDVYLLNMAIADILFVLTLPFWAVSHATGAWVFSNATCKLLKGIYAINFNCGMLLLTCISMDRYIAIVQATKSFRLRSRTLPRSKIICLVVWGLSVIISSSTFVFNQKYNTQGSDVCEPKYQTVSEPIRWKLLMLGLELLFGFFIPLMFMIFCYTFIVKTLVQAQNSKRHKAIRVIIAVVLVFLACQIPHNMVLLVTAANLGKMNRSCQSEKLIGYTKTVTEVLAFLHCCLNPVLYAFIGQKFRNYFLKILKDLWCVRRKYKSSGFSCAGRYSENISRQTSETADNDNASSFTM
Starred values were filed as active, the others as inactive; nt = not tested or not shown.

molecule	GRIN3A LBD mod	APOBEC3A inh	EBI2 block	MPTP block	A3G deaminase	Gli-Sufu antag	CXCR6 block	CCR6 antag
Cc1cc(C)n2c3c(c(C#N)c2n1)CC(C)(C)OC3	-3	-2	-1	-0.1	-5	-18	-4	-28
Cc1ccc(O)c(N=Cc2cccs2)c1	-4	-1	-7	-1.3	-3	-28	-8	-4
COc1ccc(/C(N)=N/OC(=O)c2ccc(C)c([N+](=O)[O-])c2)cc1	5	-14	16	-0.3	-1	-30	-5	12
CCc1ccccc1NC(=O)CNC(=O)c1cc(C2CC2)nc2c1cnn2C(C)C	0	3	-1	0.8	-4	-4	4	14
CCN(CCCNS(=O)(=O)c1cc(-c2cc(C)no2)ccc1C)Cc1ccccc1	3	-3	4	-0.8	-5	0	10	12
CC1CCCCC1NC(=S)NC(=O)c1ccccc1Br (stereo not given)	1	-2	10	-0.3	-3	-4	-4	21
COc1ccc(CCN2C(=O)NC(NC(=O)C(C)(C)C)(C(F)(F)F)C2=O)cc1OC (stereo not given)	-1	-2	5	-1.6	-4	-11	6	9
CCOc1cc(CNc2ccc(S(N)(=O)=O)cc2)cc(Cl)c1OC	-1	0	-6	0.2	-3	6	2	6
CCC(=O)N1CCN(c2ccccc2NC(=O)Cc2ccc(Cl)cc2)CC1	0	-2	2	-0.1	-6	7	5	3
CN1CCCC2(CCCN(Cc3nc(Cc4cccc(C(F)(F)F)c4)no3)C2)C1 (stereo not given)	-1	-3	2	0.6	-5	2	0	23
Cc1ccc(S(=O)(=O)NCCc2nc3ccccc3[nH]2)cc1	0	-2	-6	0.3	-5	28	-11	4
NC(=O)c1ccsc1NC(=O)COC(=O)CNC(=O)c1ccc(F)cc1	-3	4	-6	-0.3	-3	-2	-1	0
COc1ccc(CCNC(=O)[C@H](C)NC(=O)N2CCn3c2nc2ccccc23)cc1OC	1	-6	9	-0.6	-2	-7	2	-1
COc1ccccc1C1SCCN1C(=O)c1ccc([N+](=O)[O-])cc1 (stereo not given)	-1	-6	-12	0.0	-6	-29	-8	-4
COc1ccc(N2CCN(C(=O)Cc3nn(C)c(=O)c4ccccc34)CC2)cc1	0	-4	18	3.2	-7	20	-1	7
COc1ccc(C2C3=C(CC(C)(C)CC3=O)Nc3c2c(=O)[nH]c(=O)n3Cc2ccccc2)cc1OC (stereo not given)	-2	-5	0	-0.7	-9	-5	-6	-12
CC(C)C(=O)NC(c1ccco1)c1ccc2cccnc2c1O (stereo not given)	-1	-3	-6	-2.0	-3	-3	3	18
Cc1ccc(-n2c(SCC(=O)NCc3ccco3)nc3c([nH]c4ccccc43)c2=O)cc1	0	2	12	0.3	-6	2	17	19
COc1cc(CNC(=O)c2ccc(Cn3nc(C)c(Cl)c3C)o2)cc(OC)c1	-2	-2	3	1.0	-8	3	4	8
Cc1ccc(C(=O)N/C(=C/c2ccco2)C(=O)N2CCOCC2)cc1	6	-4	4	-0.5	-8	-13	4	1
COc1ccc2c(c1)CCCC21NC(=O)N(CC(=O)c2cc(F)ccc2F)C1=O (stereo not given)	1	-2	6	-2.7	-5	-1	0	3
CS(=O)(=O)c1ccc(C(=O)OCC(=O)NC23CC4CC(CC(C4)C2)C3)cc1[N+](=O)[O-]	-2	1	65*	0.9	-2	-2	10	47
O=C(N/N=C\c1ccc[nH]1)C1COc2ccccc2O1 (stereo not given)	-1	-2	-11	3.5	-6	1	8	1
O=C(c1c(F)cccc1F)N1CCCC(c2nc(-c3cccs3)no2)C1 (stereo not given)	0	-3	-2	-1.0	-11	-26	-1	4
Cc1ccc(S(=O)(=O)N2CCC(C(=O)O)CC2)cc1C(=O)O	1	-2	-5	-1.4	-2	2	-2	4
CCCCc1nc(Cl)c(C#N)c2c1CCCC2	1	1	7	3.2	-2	6	-5	11
Cc1ccc(C(=O)CSc2nnc3c4ccccc4nc(Cc4ccccc4)n23)cc1	-1	7	3	12	-7	-9	3	20
CCOC(=O)N1CCC(N2CCCC(C(=O)c3ccccc3OC)C2)CC1 (stereo not given)	-3	-2	9	0.7	-5	12	-1	11
O=C(COc1ccccc1)Nc1cc(Cl)ccc1Cl	-3	-6	8	0.1	-5	-1	7	26
COc1ccc(-c2nnn(CC(=O)N(CCO)C(C(=O)NC3CCCC3)c3ccncc3)n2)cc1 (stereo not given)	-2	-6	21	-1.8	-10	5	11	5
O=C(CSc1nncn1-c1ccccc1)c1c[nH]c2ccccc12	-2	-4	-6	-1.8	-3	0	-9	3
Cc1ccnc(SCCn2c(N3CCC(C)CC3)nc3c2c(=O)n(C)c(=O)n3C)n1	-1	6	-1	-1.2	0	9	-2	10
Cc1ccc(C2CC(c3cccc(C)c3)n3ncnc3N2)cc1 (stereo not given)	-2	-1	4	-0.5	-2	-5	1	8
Oc1ccc(/C=N/N(Cc2ccccc2)c2ccccc2)cc1	9	5	16	-0.4	2	0	-6	14
CSc1nnc(COc2ccc(C)cc2)n1N	1	-2	-2	1.1	-5	-1	2	0
Cc1cccc(N2CCN(C(=O)CSc3nc4ccccc4nc3N3CC(C)OC(C)C3)CC2)c1C (stereo not given)	1	-3	-5	0.2	-10	7	9	14
CN(Cc1ccccc1F)C(=O)c1ccc2c(=O)n3c(nc2c1)CCC3	-1	3	-7	-1.9	-3	-6	0	7
O=c1n(Cc2ccc(F)cc2)nc2n1-c1ccccc1SC2	0	0	14	1.8	-4	1	0	12
CSc1cccc(NC(=O)C2C3C=CC4(O3)C2C(=O)N(CCCN2CCOCC2)C4C(=O)NC2CCCCC2)c1 (stereo not given)	-1	-2	2	0.9	-10	-7	11	10
CCN1C(=O)N/C(=C/c2ccc(Sc3ccc(C)cc3)o2)C1=O	3	-2	10	17	-3	-1	-2	-3
O=C(/C=N/O)Nc1ccccc1C(=O)O	4	5	-9	1.4	0	1	-6	-19
O=C(Nc1ccncc1)C1CC(=O)N(Cc2ccccc2)C1 (stereo not given)	0	nt	5	-1.1	nt	-1	-3	-1
O=C(OCN1C(=O)C(=O)c2ccccc21)c1ccc(Cl)cc1	2	-2	0	0.6	-7	0	-3	8
COC(=O)c1c(C)[nH]c(C(=O)C(C)OC(=O)C2CC2C)c1C (stereo not given)	2	0	-6	0.1	-4	1	-4	8
CCc1sc(NC(=O)CN2CCOCC2)nc1-c1ccccc1	0	4	-3	-0.6	0	0	-12	-5
Cc1nc(SCC(=O)Nc2ccc3[nH]c(=O)[nH]c3c2)nc(C)c1C	0	1	-5	-0.6	-8	5	-3	-14
O=C(COc1ccccc1)NC1CCS(=O)(=O)C1 (stereo not given)	1	-5	-5	-0.1	-7	-10	2	8
CC(=O)N(CC1CCCO1)C1(C(=O)NC2CCCC2)CCCCC1 (stereo not given)	-1	-1	-2	1.8	-3	-17	8	25
COc1cccc(CNC(=O)Cn2cccc2C(=O)c2ccccc2C)c1	1	-3	-6	-2.1	-4	-9	-3	7
CN(C)S(=O)(=O)c1cccc(C(=O)NCCc2ccccc2)c1	-1	-4	3	-4.4	-6	-84	-4	-3

Part of the list above, limited to MPTP block.
| smiles | MPTP block |
| --- | --- |
| Cc1ccc(S(=O)(=O)N2CCC(C(=O)O)CC2)cc1C(=O)O | -1.4 |
| O=C(Nc1ccncc1)C1CC(=O)N(Cc2ccccc2)C1 (stereo not given) | -1.1 |
| O=C(N/N=C\c1ccc[nH]1)C1COc2ccccc2O1 (stereo not given) | 3.5 |
| Cc1ccc(S(=O)(=O)NCCc2nc3ccccc3[nH]2)cc1 | 0.3 |

2 of the compounds above, with values under each structure:
Under each structure – GRIN3A LBD mod	APOBEC3A inh	EBI2 block	MPTP block	A3G deaminase	Gli-Sufu antag	CXCR6 block	CCR6 antag
- CN(Cc1ccccc1F)C(=O)c1ccc2c(=O)n3c(nc2c1)CCC3
  -1	3	-7	-1.9	-3	-6	0	7
- O=C(COc1ccccc1)Nc1cc(Cl)ccc1Cl
  -3	-6	8	0.1	-5	-1	7	26

Quoted from the listing:
CCR6 antag, CCN1C(=O)N/C(=C/c2ccc(Sc3ccc(C)cc3)o2)C1=O → -3
A3G deaminase, COc1ccc(C2C3=C(CC(C)(C)CC3=O)Nc3c2c(=O)[nH]c(=O)n3Cc2ccccc2)cc1OC (stereo not given) → -9
APOBEC3A inh, CCC(=O)N1CCN(c2ccccc2NC(=O)Cc2ccc(Cl)cc2)CC1 → -2
CCR6 antag, COC(=O)c1c(C)[nH]c(C(=O)C(C)OC(=O)C2CC2C)c1C (stereo not given) → 8

Whole records as entered above. Order of values: GRIN3A LBD mod, APOBEC3A inh, EBI2 block, MPTP block, A3G deaminase, Gli-Sufu antag, CXCR6 block, CCR6 antag
COC(=O)c1c(C)[nH]c(C(=O)C(C)OC(=O)C2CC2C)c1C (stereo not given) across the screens: 2, 0, -6, 0.1, -4, 1, -4, 8
CCc1sc(NC(=O)CN2CCOCC2)nc1-c1ccccc1 across the screens: 0, 4, -3, -0.6, 0, 0, -12, -5
CN(C)S(=O)(=O)c1cccc(C(=O)NCCc2ccccc2)c1 across the screens: -1, -4, 3, -4.4, -6, -84, -4, -3
Cc1nc(SCC(=O)Nc2ccc3[nH]c(=O)[nH]c3c2)nc(C)c1C across the screens: 0, 1, -5, -0.6, -8, 5, -3, -14
CN(Cc1ccccc1F)C(=O)c1ccc2c(=O)n3c(nc2c1)CCC3 across the screens: -1, 3, -7, -1.9, -3, -6, 0, 7

The listing continues:
molecule	GRIN3A LBD mod	APOBEC3A inh	EBI2 block	MPTP block	A3G deaminase	Gli-Sufu antag	CXCR6 block	CCR6 antag
O=C(NC1CCCCC1)C(c1ccccc1)N(Cc1ccco1)C(=O)c1csnn1 (stereo not given)	-2	-2	-7	-0.4	-13	-18	2	11
Cc1ccc(/C=C/C(=O)Nc2ccc(S(=O)(=O)Nc3onc(C)c3C)cc2)cc1	-1	2	0	1.5	-2	-3	11	10
CC1CN(C(=S)NC(=O)c2ccccc2)CC(C)O1 (stereo not given)	-5	-2	-4	0.2	-4	-1	0	4
O=C(CN1C(=O)c2ccccc2C1=O)NNC1=NS(=O)(=O)c2ccccc21	2	-5	-7	0.9	-6	-2	-8	5
O=C(CCNC(=O)C1CCN(S(=O)(=O)c2ccccc2)CC1)NCc1ccc(Cl)c(Cl)c1	-3	-4	9	3.1	-5	10	-1	11
CCCN(CCC)Cc1c(C(=O)N/N=C/c2ccsc2)nnn1-c1nonc1N	-11	-5	-4	-0.4	-8	-2	-18	15
c1ccc(Nc2nc(Nc3ccccc3)nc(N3CCNCC3)n2)cc1	-1	-9	2	5.0	-7	13	-6	-3
CCC(C)(C)NC(=O)CN(CC1CCCO1)C(=O)CNS(=O)(=O)c1ccccc1 (stereo not given)	2	1	-9	2.9	-8	13	-13	-5
CNC(=O)c1sc(N2N=C3/C(=C/c4ccccc4)CCCC3C2c2ccccc2)nc1C (stereo not given)	-3	-2	10	-1.0	-5	9	7	2
O=C1C(c2ccccc2)=[N+]([O-])c2ccccc21	1	-1	-15	0.4	-6	2	23	28
CCOC(=O)N1CCC(NC(=O)CCc2ccccc2)CC1	-1	-2	-6	-1.0	-2	-5	-3	-16
COc1ccc(OCC(=O)NNC(=O)c2cccs2)cc1	-3	-3	-6	-1.4	-4	-3	-6	-7
Cc1cccc(C(=O)NCC(=O)N2CCOCC2)c1	1	-3	5	0.0	-1	3	0	-9
COc1ccc(SC[C@H](CC(C)C)N2CCN(CCc3ccccc3)CCC2=O)cc1	-2	-1	12	-0.4	-2	34	2	16
